proKLK7 act – proKLK7 zymogen activators, primary screen, biochemical, fluorescence intensity | purified proKLK7, EDANS-DABCYL substrate fluorescence; 100% is mature enzyme control, 0% vehicle | activation, % at 7 µM | 370,000 compounds, 0.9% hits;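 active = activation above the mean of all tested compounds plus 3 SD, computed per campaign excluding outliers beyond control limits, cut at about 13% in these data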
Target sequence (P49862 whole entry, looked up): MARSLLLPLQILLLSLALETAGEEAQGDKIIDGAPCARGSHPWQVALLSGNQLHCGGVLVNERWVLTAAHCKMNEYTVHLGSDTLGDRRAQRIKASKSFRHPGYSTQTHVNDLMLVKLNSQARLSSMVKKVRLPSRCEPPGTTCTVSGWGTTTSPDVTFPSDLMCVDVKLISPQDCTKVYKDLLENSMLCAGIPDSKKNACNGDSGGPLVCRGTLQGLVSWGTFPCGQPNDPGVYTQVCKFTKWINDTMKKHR
MBD2 inh – inhibitors of MBD2 binding to methylated DNA, primary screen, biochemical, TR-FRET, DNA-binding domain, human; Methyl-CpG-binding domain protein 2 (Homo sapiens), Q9UBB5; MBD2 binding to methylated oligonucleotide; inhibition, % at 4.4 µM; 370,000 compounds, 0.31% hits; AID 686964, 2013; in the data active = inhibition above about 13%
Target sequence (Q9UBB5 whole entry, looked up, the tested form may be a part): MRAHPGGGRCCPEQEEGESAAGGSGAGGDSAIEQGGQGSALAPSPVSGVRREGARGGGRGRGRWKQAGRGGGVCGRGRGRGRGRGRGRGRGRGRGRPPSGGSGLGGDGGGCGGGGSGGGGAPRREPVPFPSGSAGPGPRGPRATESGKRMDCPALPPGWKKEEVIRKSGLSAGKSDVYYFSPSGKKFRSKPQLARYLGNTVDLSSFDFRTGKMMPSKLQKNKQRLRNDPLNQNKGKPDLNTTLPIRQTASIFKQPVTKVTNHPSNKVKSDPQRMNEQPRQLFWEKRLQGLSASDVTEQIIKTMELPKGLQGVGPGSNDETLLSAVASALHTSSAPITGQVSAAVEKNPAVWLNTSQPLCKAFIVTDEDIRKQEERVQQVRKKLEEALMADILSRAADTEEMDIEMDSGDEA
DDE Tn6 FP inh – inhibitors of Tn6 peptide binding to fibrin DD(E), primary screen, biochemical, fluorescence polarization, human fibrin, Tn6 probe; Fibrin DD(E) TRITC-Tn6 fluorescence polarization displacement; AID 720509, 2013; inhibition, % at 8.3 µM; 370,000 compounds, 0.21% hits;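 active = inhibition above a per-campaign cutoff: mean of compounds within control limits plus 3 SD, cut at about 15% in these data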;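 note: 0% = median of all compound wells on the plate and 100% = blocking peptide control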
TCR-CD3 inh – inhibitors of human TCR-CD3 interaction, primary screen, biochemical, fluorescence, TAMRA-labeled TCR probe. T-cell receptor (TCR). inhibition, % at 9.4 µM. 360,000 compounds, 0.37% hits. AID 651800, 2012; in the data active = inhibition above about 19%;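 note: recombinant mutant TCR 2C K166C tagged with TAMRA read by polarization; 0% = receptor in buffer alone and 100% = receptor with positive control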
Tn7 DDE FP – inhibitors of Tn7 peptide binding to fibrin DD(E), primary screen, biochemical, fluorescence polarization, human fibrin, Tn7 probe. Fibrinogen beta chain (Homo sapiens), P02675. FP displacement of FITC-Tn7 peptide from fibrin DD(E); 0% = median of compound wells per plate. inhibition, % at 8.3 µM. 370,000 compounds, 0.13% hits. AID 720508, 2013;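 active = inhibition above the mean of compounds falling within the control limits plus 3 SD of them, cut at about 14% in these data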;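 note: 0% = plate median of compound wells and 100% = 10 µM Aha-Tn7 peptide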
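system = human fibrin DD(E) protein | quantity = DD(E) 2 µM final | medium = Tris/NaCl/CaCl2 buffer, pH 7.8 | also added = labelled Tn7 tracer, 0.1 µM | compound dosing = single point at 8.3 µM | timing = compound with protein 10 min, then 3 h after probe, room temperature | signal = FP measurement | benchmarks = Aha-Tn7 high control | repeats = one replicate per compound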
SIAE primary – human SIAE inhibitors, primary screen, biochemical, fluorescence polarization, FP-Rh probe, 1536-well HTS; SIAE FP-Rh probe binding; 370,000 compounds, 0.69% hits; AID 1053197, 2014; inhibition, % at 9.66 µM;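 active = inhibition above a cutoff: mean of compounds within the control limits plus 3 SD of those, cut at about 17% in these data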;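 note: 0% = plate median of compound wells and 100% = probe without SIAE protein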
TDP2 inh – human TDP2 enzyme inhibitors, primary screen, biochemical, epi absorbance, recombinant enzyme | 370,000 compounds, 0.34% hits | T5PNP hydrolysis, p-nitrophenol absorbance 415 nm | Tyrosyl-DNA phosphodiesterase 2 (Homo sapiens), O95551 | inhibition, % at 12.8 µM;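 active = inhibition above the mean of all tested compounds plus 3 SD, set per campaign, cut at about 25% in these data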;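 note: 0% = DMSO with enzyme and 100% = buffer with substrate but no TDP2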
Target sequence (O95551 whole entry, looked up): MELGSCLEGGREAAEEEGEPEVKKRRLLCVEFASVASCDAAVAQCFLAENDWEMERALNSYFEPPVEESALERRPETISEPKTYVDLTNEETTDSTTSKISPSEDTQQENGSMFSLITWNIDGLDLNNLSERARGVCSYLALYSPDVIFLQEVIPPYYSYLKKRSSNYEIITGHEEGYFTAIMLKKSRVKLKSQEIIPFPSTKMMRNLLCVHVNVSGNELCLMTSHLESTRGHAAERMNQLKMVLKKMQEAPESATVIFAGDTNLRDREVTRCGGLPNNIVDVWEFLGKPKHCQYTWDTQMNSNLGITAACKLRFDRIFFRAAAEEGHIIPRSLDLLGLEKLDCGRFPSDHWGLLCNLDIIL
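Incubation: 2 h at 37 °C; Test system: recombinant human TDP2; Quantity: enzyme 120 nM; Read-out basis: percent inhibition; Medium: 50 mM Tris-HCl pH 7.5 with Mg2+, KCl, DTT, BSA; Repeats: single replicate; Compound: 12.8 µM single point, 1% DMSO; Signal: epi absorbance; Reagent: 5 mM T5PNP chromogenic substrate; Benchmarks: no-enzyme high, DMSO-plus-enzyme low.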
PRMT1 inh – PRMT1 methyltransferase inhibitors, primary screen, biochemical, fluorescence polarization; Protein arginine N-methyltransferase 1 (Homo sapiens), Q99873; AID 652257, 2013; 370,000 compounds, 1.3% hits; inhibition, % at 2.79 µM; recombinant PRMT1, activity-based probe fluorescence polarization;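 active = inhibition above about 21% made by adding two undisclosed values, limit read from the data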
LEDGF integ inh – blockers of LEDGF/p75-dependent integrase strand transfer – biochemical, TR-FRET, high throughput, primary screen; inhibition, % at 3.7 µM; AID 743269, 2014; TR-FRET IN-LEDGF/p75 DNA integration, Eu/Cy5; 370,000 compounds, 0.64% hits;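 active = inhibition above the screen-wide mean plus 3 SD, cut at about 13% in these data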;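 note: signal is the Cy5 over europium emission ratio at 671 and 618 nm; 0% = plate median of compound wells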
UHRF1 binding – UHRF1 methylated DNA binding inhibitors, primary screen, counter-screen for MBD2 inhibitor project, biochemical, TR-FRET, human UHRF1, single concentration | E3 ubiquitin-protein ligase UHRF1 (Homo sapiens), Q96T88 | UHRF1 binding to methylated oligo | inhibition, % at 4.4 µM | 370,000 compounds, 0.75% hits; in the data active = inhibition above about 21%;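 note: UHRF1 SRA domain binding a hemimethylated CpG hairpin DNA probe; 0% = median of test compound wells and 100% = reference inhibitor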
* hit, by the source's call. Compounds as they come, and some 4.6% of all compounds hit somewhere here.

Results follow in this order: proKLK7 act, MBD2 inh, DDE Tn6 FP inh, TCR-CD3 inh, Tn7 DDE FP, SIAE primary, TDP2 inh, PRMT1 inh, LEDGF integ inh, UHRF1 binding
Cc1cc(C(=O)Nc2ccc(Cl)cc2)c(C)n1-c1ccccc1
 : -0.6, -7, -6, 6, 2, -6, 6, -1, -2, 4
O=C(Nc1sc2c(c1C(=O)O)CCCCC2)c1cccs1
 : 0.0, 11, -13, -2, 1, -4, 1, 10, 0, 4
COc1ccc(NC(=O)Cn2nnc(C(=O)NCCc3ccccc3)c2N)c(OC)c1
 : 0.4, 4, 0, -4, 4, -6, 4, 1, -4, 1
COc1ccccc1C(=O)Nc1ccc(S(=O)(=O)Nc2cc(C)on2)cc1
 : -0.2, -2, 7, 2, -3, 27*, 6, -4, -1, 3
COc1ccccc1N1CCN(C(=O)c2cccc(C(=O)N3CCN(c4ccccc4OC)CC3)c2)CC1
 : 0.6, -9, 2, 9, 3, 5, 0, -3, 4, -4
CCC1CN(C(=O)N2CCC(C(=O)NCc3ccc(C)o3)CC2)c2cc(C)ccc2O1 (centres undefined)
 : -0.4, 4, -2, 1, 0, 11, -9, 4, 1, -3
COc1ccccc1/C=C/c1nc(S(=O)(=O)c2ccccc2)c(N(C)C)o1
 : -2.7, 4, 8, 2, 5, 1, -2, 2, 1, -2
OC[C@@H]1CN(Cc2ccc(Cl)cc2)C[C@H](n2cnc3c(NC4CCCC4)ncnc32)O1
 : 0.0, -4, -5, 3, -2, 0, 2, 0, 2, 0
Cc1cc(Br)cn2c(Cc3ccccc3C(F)(F)F)c(-c3cccc(Cl)c3)nc12
 : 1.2, 4, -5, 5, -2, -9, -12, 0, 1, 2
O=C(CSc1nnc(COc2ccccc2)o1)NCCc1ccccc1
 : -0.2, -3, 0, 1, 0, -1, 2, 0, 2, 8
Cc1ccc(CNC(=O)COC(=O)c2cncc(Br)c2)cc1
 : -0.3, -4, -1, 3, -4, 3, -2, -5, 0, 1
Cc1ccc2c(Cl)cc(Cl)c(OCC(=O)Nc3cccc(S(N)(=O)=O)c3)c2n1
 : 0.2, -7, 5, -1, -1, -7, -5, 5, 2, 3
CCOc1ccc(Cl)cc1CNc1nnnn1C
 : 0.5, 4, 7, -6, -3, -6, 0, 3, 1, 7
CCN(CC(=O)Nc1c(F)cccc1F)C(=O)c1ccc(N2CCOCC2)c([N+](=O)[O-])c1
 : -0.1, -3, 0, 3, -3, 8, -4, 2, 1, 1
Cc1c(C(=O)OCC(=O)NCC2CCCO2)cccc1[N+](=O)[O-] (centres undefined)
 : 0.1, -3, -10, 4, 1, -8, 2, -3, -1, -3
COc1ccc(OC)c(NC(=O)C2CCN(S(=O)(=O)c3ccc4c(c3)CC(C)N4C(C)=O)CC2)c1 (centres undefined)
 : 0.5, -6, -6, -6, 5, 2, -14, -2, 4, -1
COc1cccc(CC(=O)OCC(=O)N(C)CC(=O)Nc2ccc(Cl)c(C(F)(F)F)c2)c1
 : 0.0, 4, -5, 3, -4, -10, 2, 2, -1, 0
O=S(=O)(Nc1cccc(S(=O)(=O)N2CCCC2)c1)c1cccs1
 : 0.4, 0, -1, 3, 0, 0, 7, 0, 2, 2
CCOC(=O)Nc1ccc(NS(=O)(=O)c2ccc(C)cc2)cc1
 : 0.1, 9, -4, -9, 1, 1, -18, 3, 2, 8
S=c1[nH]nc(-c2ccco2)n1/N=C/C(Cl)=C/c1ccccc1
 : 0.5, 0, -3, -8, -5, -4, 1, 26*, -3, 0
COc1cc(C)ccc1S(=O)(=O)N1CCN(C23CC4CC(CC(C4)C2)C3)CC1
 : 0.6, -1, 8, -1, -2, 1, -18, -1, 2, 10
O=C(NCC1CCS(=O)(=O)C1)Oc1ccccc1 (centres undefined)
 : 0.5, -7, -5, -1, 5, 3, -8, 0, 3, -1
CCCN(CCC)CCCNC(=O)Cn1cnc2sc(C)c(S(=O)(=O)N3CCOCC3)c2c1=O
 : -0.1, 2, -12, -5, -1, 4, 5, 0, -5, -1
O=C1CN(S(=O)(=O)c2ccc(Cl)cc2)CC(=O)N1CCc1ccccc1
 : 0.3, -1, 4, 4, -3, -3, 0, 0, 1, -1
COc1ccccc1OCc1nc2ccccc2s1
 : 0.1, -9, 3, 5, 1, 1, 0, -2, -1, -4
COc1ccc(O)c(C(=O)c2cnn(C(=O)c3cc(C)oc3C)c2)c1
 : 40*, -1, 9, 2, -2, 7, 6, 0, 2, -5
COc1cccc(CNC(=O)[C@@H](C)N2C(=O)N3CCc4c([nH]c5ccc(OC)cc45)C3(C)C2=O)c1 (some centres undefined)
 : -0.2, -6, 3, 12, -7, 1, 2, 0, 2, 0
CN(C(=O)CCc1nc2ccccc2s1)c1ccccc1
 : 0.3, 4, -4, -4, 1, 0, 5, -2, 0, 1
Cc1ccccc1OCc1n[nH]c(=S)n1-c1ccccc1
 : 0.1, -2, 2, 2, 0, -2, -4, -1, -2, -1
O=C(NCCCn1ccnc1)c1cc(-c2cccc(O)c2)on1
 : -0.3, -2, -1, 4, -9, -4, 18, -4, -1, -2

Results follow in this order: proKLK7 act, MBD2 inh, DDE Tn6 FP inh, TCR-CD3 inh, Tn7 DDE FP, SIAE primary, TDP2 inh, PRMT1 inh, LEDGF integ inh, UHRF1 binding
COc1ccc(NC(=O)c2cccc(S(=O)(=O)NCc3ccccc3)c2)cc1S(N)(=O)=O
 : 0.2, 3, -4, 1, 12, 8, -12, -1, 1, -1
COc1nc(-c2ccccc2)ccc1-c1noc(-c2ccccc2F)n1
 : -0.7, -2, -9, 1, -2, -1, 2, -1, -3, 3
COc1ccc(CCNC(=O)CCCOc2cccc(C)c2C)cc1OC
 : 0.3, 5, -5, 1, -4, 1, -6, 3, -2, 1
CC(C)(C)OC(=O)C[C@H]1C/C=C\C[C@@H](CC(=O)N[C@H](CO)Cc2ccccc2)C(=O)NCCOC1=O
 : 0.4, -3, 8, 9, 9, 3, 2, 1, 0, -1
CCOc1cc(NC(=O)C2CC2)c(OCC)cc1NC(=O)c1cccc(F)c1
 : -0.1, 2, -1, -1, -1, 9, 12, -2, 1, -1
CCOC(=O)c1ccc(NC(=O)NCCc2ccccc2OC)cc1
 : -0.1, -2, -6, -4, -3, -6, -11, -3, 4, 7
CCOc1cccc(CN2CCCC(N3CCc4cc(OC)c(OC)cc4C3)C2)c1O (centres undefined)
 : 2.0, 1, -1, -5, -2, -2, 5, -3, 4, 1
COc1ccc(C)cc1NC(=O)c1ccccc1NS(=O)(=O)c1ccc(Cl)s1
 : 0.6, -4, 8, 8, 4, -1, -11, 2, -1, -3
CSc1ccccc1NC(=O)CN1CCN(S(=O)(=O)c2ccccc2[N+](=O)[O-])CC1
 : 0.2, 0, 4, 2, 2, -6, 10, 0, -3, -2
CCCc1cc(=O)oc2cc(OCc3nn[nH]n3)ccc12
 : 0.4, -7, 5, 3, 3, -6, -1, 5, -3, -2
C/C(=N\N1CCN(C)CC1)c1ccc(Cl)c(Cl)c1
 : -0.4, -6, 5, 1, 4, 4, -4, 1, -2, -1
S=C1NC2(CCCCC2)N=C1c1ccccc1
 : -0.4, -3, 10, 11, 0, 2, 1, -1, 0, -2
Cc1ccc(-c2nc3ccccc3nc2NN)cc1
 : 2.1, 3, 4, -6, -10, -2, -11, 22*, -6, 0
CCCNC(=O)c1[nH]c(C)c(C(C)=O)c1C
 : 0.0, 2, 3, -4, 0, 0, -7, 3, -2, 2
CC(C)C(NCC(=O)Nc1ccccc1C(=O)NC1CC1)c1ccccc1 (centres undefined)
 : -0.4, -4, -1, 0, -5, 5, 3, -1, -1, -2
CCN(CC)S(=O)(=O)c1ccc(C(=O)Nc2cc(S(=O)(=O)N3CCOCC3)ccc2N2CCN(C)CC2)cc1
 : 0.3, -1, -4, -6, -7, 2, 0, -2, 3, -3
COc1ccc(C)cc1S(=O)(=O)NC1CCCCCC1
 : -0.1, -2, 4, 9, 2, -6, -6, -1, 1, 0
CC1(C)CC(=O)C=C(c2n[nH]nc2C2=CCCCC2)C1
 : 0.1, 3, -5, -2, 5, 0, 1, -2, -3, 7

A second format for part of the listing above:
molecule,proKLK7 act,MBD2 inh,DDE Tn6 FP inh,TCR-CD3 inh,Tn7 DDE FP,SIAE primary,TDP2 inh,PRMT1 inh,LEDGF integ inh,UHRF1 binding
CN(C(=O)CCc1nc2ccccc2s1)c1ccccc1,0.3,4,-4,-4,1,0,5,-2,0,1
Cc1ccccc1OCc1n[nH]c(=S)n1-c1ccccc1,0.1,-2,2,2,0,-2,-4,-1,-2,-1

Random excerpt: 2 compounds from above, in no set order.
Results follow in this order: proKLK7 act, MBD2 inh, DDE Tn6 FP inh, TCR-CD3 inh, Tn7 DDE FP, SIAE primary, TDP2 inh, PRMT1 inh, LEDGF integ inh, UHRF1 binding
COc1ccc(C)cc1S(=O)(=O)NC1CCCCCC1
 : -0.1, -2, 4, 9, 2, -6, -6, -1, 1, 0
CCCc1cc(=O)oc2cc(OCc3nn[nH]n3)ccc12
 : 0.4, -7, 5, 3, 3, -6, -1, 5, -3, -2

Compound activity: PubChem, The Scripps Research Institute Molecular Screening Center
